High-throughput results: PubChem, National Center for Advancing Translational Sciences (NCATS)
Integrin act MD – activates integrin-mediated alleviation for muscular dystrophy | Potency, µM (series often up to 38.3 µM), inactives show at the highest dose activation, hits mostly activators | 350,000 tested, 0.064% active | alpha7betagal myoblasts, beta-gal FDG fluorescence, 48 h;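 further: potency means the concentration at half of the fitted maximal effect; 100% = response of the positive control SU9516; nearly all actives have a fitted effect of over 60% in size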
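Alpha7betagal+/- myoblasts (passage 13) were plated 16-24 hr, then exposed to compounds (1:260 dilution of DMSO stock) for 48 hours at 37C. After MPER lysis, β-galactosidase reporter activity was read as FDG fluorescence (ex 480/em 540) after 30 minutes.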
Menin MLL FP TR – menin-MLL binding inhibition, Texas Red mutant peptide; O00255; Menin + Texas Red MLL mutant peptide, fluorescence polarization; Potency, µM (highest dose often 61.6 µM), without a hit: at the highest dose FP activity change, negative = inhibition, most hits filed as inhibitors; 270,000 tested, 0.23% active; active means well fitted inhibition curve with a large enough effect in the polarisation, with a control signal flat, not every such curve was filed as active; inconclusive means small, poorly fitted or top-dose-only effect, or effect the other way, or a change in a side signal; inactive means no such curve, though single readings can be large or run the other way; the % refers to the polarisation; further: potency means the concentration at half of the fitted maximal effect; % of control where 0% means no effect; many of its hits are not listed in these tables
S-ASM inh – inhibitors of human secretory acid sphingomyelinase. P17405. placental ASM, HMU-PC fluorogenic substrate, 60 min. Potency, µM (highest dose often 57.5 µM), for inactives: top-dose activity change, negative = inhibition, hits mostly inhibitors. 340,000 tested, 0.006% active; further: potency means the concentration at half of the fitted maximal effect
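Human placenta-derived ASM preincubated with compound 10 min at room temperature, then reacted with 9 uM (final) fluorogenic HMU-PC substrate for 60 min at 37 C. Stop solution raises pH to 10; fluorescence read at Ex 386/Em 447 nm.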
GALK inhibitor – blocks human galactokinase activity. P51570. Purified GALK, Kinase-Glo residual ATP luminescence. Potency, µM (series often up to 57.5 µM), inactives show at the highest dose activity change, negative = inhibition, hits mostly inhibitors. 270,000 tested, 0.007% active; further: potency means the concentration at half of the fitted maximal effect; on the % scale 0 is the no-effect control and ±100 the full control effect
Target sequence (P51570 whole entry, looked up): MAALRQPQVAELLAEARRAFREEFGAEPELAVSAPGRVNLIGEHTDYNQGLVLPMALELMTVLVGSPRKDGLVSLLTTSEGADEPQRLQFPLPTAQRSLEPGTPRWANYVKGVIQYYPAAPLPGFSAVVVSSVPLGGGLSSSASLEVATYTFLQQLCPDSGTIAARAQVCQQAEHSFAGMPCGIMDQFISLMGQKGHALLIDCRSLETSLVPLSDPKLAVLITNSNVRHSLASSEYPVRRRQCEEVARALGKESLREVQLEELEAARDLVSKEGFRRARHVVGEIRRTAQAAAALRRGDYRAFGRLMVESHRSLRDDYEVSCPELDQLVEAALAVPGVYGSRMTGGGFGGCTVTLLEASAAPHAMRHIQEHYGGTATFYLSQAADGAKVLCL
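Galactose (100 uM) and ATP (35 uM) were turned over by 5 nM GALK for 1 h at RT. Kinase-Glo Plus then converted the remaining ATP into a luminescent signal.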
PKM2 act – PKM2 (human) enzyme activation; Potency, µM (series often up to 57.5 µM), without a hit: top-dose activation, hits mostly activators; purified PKM2, Kinase-Glo ATP luminescence, activation; response scale: 0% is enzyme alone, no compound; P14618; 260,000 tested, 0.34% active; further: potency means the concentration at half of the fitted maximal effect; on the % scale 0 is the no-effect control and ±100 the full control effect; nearly all actives have a fitted effect of over 55% in size
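ATP formation by purified human PK-M2, quantified via coupled luciferase luminescence after 1 h at room temperature with 0.1 mM ADP and 0.5 mM PEP final.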
Coupling enz – inhibits coupling enzyme system, counter-screen for aldolase hits; activity change, negative = inhibition, % at 58.2 µM, hits read low; 290,000 tested, 0.67% active; coupling enzyme system counterscreen, AmpLite Red fluorescence; in the data active means activity change below about -30%; further: on the % scale 0 is the no-effect control and ±100 the full control effect
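Activity here indicates interference with the coupling reaction, not aldolase inhibition. Compounds at 57.5 uM final met coupling enzymes for 10 min at RT; substrate and AmpLite Red detection followed, with a 525/598 nm fluorescence read after 20 min.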
TSG101-PTAP inh – blocks PTAP/TSG101 interaction to inhibit HIV-1 budding. Q99816. Fluorescence polarization, FITC-PTAP peptide / Tsg101 binding. Potency, µM (series often up to 115 µM), for the others: at the top dose activity change, negative = inhibition, usual class: inhibitors. 340,000 tested, under 10 active. AID 493005; active means well fitted inhibition curve with a large enough effect in the main read-out, with a control signal flat, not every such curve was filed as active; inconclusive means small, poorly fitted or top-dose-only effect, or effect the other way, or a change in a side signal; inactive means no such curve, though single readings can be large or run the other way; further: potency means the concentration at half of the fitted maximal effect; % of control where 0% means no effect
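Steps: Tsg101 binding domain dispensed (10 uM final), compounds pinned in DMSO, FITC-labeled PTAP-motif peptide added (50 nM final); after 20 min binding at room temperature, polarization measured.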
B2AR arrestin – recruits beta-arrestin to the human beta2-adrenergic receptor; beta-arrestin recruitment to beta2AR, cell-based reporter; Potency, µM (top dose mostly 46.1 µM), without a hit: top-dose activation, hits mostly activators; 330,000 tested, 0.02% active;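 further: potency means the concentration at half of the fitted maximal effect; 0% = DMSO controls and full agonism = EC100 isoproterenol or metaproterenol; nearly all actives have a fitted effect of over 65% in size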
Tb PFK inh – inhibitors of T. brucei phosphofructokinase; T. brucei PFK, ADP-Glo luminescence; Potency, µM (series often up to 57.5 µM), for the others: top-dose activity, negative = inhibition, actives largely listed as inhibitors; 330,000 tested, 0.17% active;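 further: potency means the concentration at half of the fitted maximal effect; 0% = uninhibited 1x PFK enzyme wells and -100% = no-enzyme wells; nearly all actives have a fitted effect of over 60% in size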
Target sequence (O15648 whole entry, looked up): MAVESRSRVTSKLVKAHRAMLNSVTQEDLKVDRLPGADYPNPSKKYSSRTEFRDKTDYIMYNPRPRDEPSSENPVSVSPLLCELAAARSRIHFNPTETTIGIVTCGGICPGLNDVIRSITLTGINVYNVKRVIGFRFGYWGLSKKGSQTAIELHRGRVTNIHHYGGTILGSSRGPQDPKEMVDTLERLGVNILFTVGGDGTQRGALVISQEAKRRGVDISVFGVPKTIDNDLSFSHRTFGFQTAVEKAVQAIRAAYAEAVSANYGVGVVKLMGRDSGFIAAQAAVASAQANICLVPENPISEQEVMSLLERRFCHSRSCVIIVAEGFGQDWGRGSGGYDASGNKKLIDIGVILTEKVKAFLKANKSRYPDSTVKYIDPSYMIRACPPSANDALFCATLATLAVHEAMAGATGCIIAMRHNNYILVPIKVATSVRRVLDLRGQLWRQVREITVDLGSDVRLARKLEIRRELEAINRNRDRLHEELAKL
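PFK 1.25 nM, F6P 0.5 mM, ATP 0.1 mM, 0.1 M TEA pH 8.0, 5 mM MgCl2, 0.01% Tween20, 0.1% BSA; 45 min RT. ADP-Glo readout. qHTS titration up to 57 uM; curves fitted, compounds curve-classed.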
BCR signal inh – blocks chronic active B-cell receptor signaling. ABC-DLBCL IkBa-CBG/CBR reporter, luminescence ratio, 4 h. Potency, µM (titrated, usually from 46.1 µM), inactives show at the top dose ratio change, negative = lower green/red ratio, actives largely listed as inhibitors. 340,000 tested, 0.05% active; active means well fitted inhibition curve with a large enough effect in the signal ratio, with a control signal flat, not every such curve was filed as active; inconclusive means small, poorly fitted or top-dose-only effect, or effect the other way, or a change in a side signal; the % refers to the signal ratio;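 further: potency means the concentration at half of the fitted maximal effect; plate controls were basal doxycycline-induced cells for no effect and cells given 10 µM MG132 for full effect; MG132 reads +100%, hits lower the ratio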
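Concentration-response series (up to 46 uM) were applied to TMD8 dual-reporter cells for 4 h at 37C with doxycycline. Green/red ratio, after filter-overlap correction, defined %Activity; red signal alone was normalised to basal cells and zero luminescence.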
Giardia kill – kills Giardia lamblia. Giardia lamblia trophozoite viability. activity change, % at 7.66 µM, hits read low. 340,000 tested, 0.15% active; in the data active means activity change below about -80%; inconclusive means between about -30% and that limit;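 further: parasites exposed to compound for two days anaerobically before the ATP read; on the % scale 0 is the no-effect control and ±100 the full control effect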
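Anaerobic 48 hrs incubation at 37 deg C of 100 trophozoites/well with test compounds; ATPLite 1-Step luminescence, 15-30 min RT, reports cellular ATP as viability.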
Starred values were filed as active, the others as inactive; ? = inconclusive; . = not tested or not shown; [ ] = remark or other dose. Unless noted, the call rests on the fitted dose curve; in most records, active means well fitted curve in the direction sought with a large enough effect; inconclusive means small, poorly fitted or top-dose-only effect, or another doubt; inactive means no such curve, though single readings can be large; an effect the other way counts as inactive or inconclusive. Not all compounds are listed, so the mix of outcomes need not match the whole.

nr	Molecule	Integrin act MD	Menin MLL FP TR	S-ASM inh	GALK inhibitor	PKM2 act	Coupling enz	TSG101-PTAP inh	B2AR arrestin	Tb PFK inh	BCR signal inh	Giardia kill
1	Cc1cc(C)cc(CSc2nnc(C)c(=O)[nH]2)c1	13%	2%	1%	0%	0%	11	-5%	0.0%	4%	4%	0
2	CCS(=O)(=O)N1CCN(S(=O)(=O)c2ccc(S(=O)(=O)NC3CC3)cc2)CC1	-11%	19%	1%	4%	.	2	-1%	2.2%	-1%	-4%	7
3	COCCNC(=O)C1CC(=O)N(C2CCCC2)C1 (stereo not given)	14%	12%	3%	2%	-3%	1	0%	-0.2%	-3%	-2%	-8
4	Cc1nc(N2CCN(C)CC2)c2c3c(sc2n1)CCCC3	4%	.	3%	-4%	2%[11.5 µM]	0	-5%	-0.4%	-3%	-1%	-2
5	COc1ccccc1N1CCN(C(=O)CNC(=O)c2cn(-c3ccccc3OC)c(=O)c3ccccc23)CC1	-3%	-9%	-2%	10%	.	0	2%	0.4%	-5%	2%	1
6	CC1=C(C(=O)Nc2ccc(C(=O)NCCC(C)C)cc2)SCCO1	23%	-11%	-2%	.	.	0	-4%	-0.3%	-4%	0%	-7
7	CCN1C(=O)C(CC(=O)Nc2ccc(OC)cc2)N(CCCN2CCN(c3ccc(F)cc3)CC2)C1=S (stereo not given)	14%	35%[activator]	0%	0%	-3%	-3	-1%	-0.2%	-3%	2%	5
8	COC(=O)CN1C(=S)N(c2ccc(F)cc2)C(=O)C1CC(=O)Nc1ccc(OC)cc1 (stereo not given)	1%	.	-1%	2%	3%	3	-5%	0.3%	-9%	-2%	-17
9	O=[N+]([O-])c1ccccc1N(CC1CO1)S(=O)(=O)c1ccccc1 (stereo not given)	-36%	2%	-1%	10%	-2%	1	-9%	-0.4%	-7%	0%	-7
10	CC1(C)CC(C)(O)N(Cc2ccccc2)C(=S)N1 (stereo not given)	-22%	-3%	1%	0%	6%	2	-6%	0.3%	0%	-22%	5
11	CC(CNC(=O)CCc1nnc2ccc(N3CCC4(CC3)OCCO4)nn12)c1ccccc1 (stereo not given)	29%	.	4%	-1%	.	.	-3%	-1.1%	1%	0%	-9
12	CC1CCCC(C)N1C(=O)Cc1ccccc1 (stereo not given)	2%	-8%	6%	1%	-4%	3	-2%	3.4%	-4%	-8%	4
13	Cc1cc(OCC(O)CN2CCN(CCO)CC2)ccc1C(C)C (stereo not given)	-29%	-14%	2%	1%	-1%	-18	-4%	-0.3%	-1%	0%	26
14	CCC(O)C1CCN(Cc2cn(Cc3ccccc3)nc2-c2cc3ccccc3o2)CC1 (stereo not given)	-65%[inhibitor]	?	-9%	0%	-5%	1	-6%	0.3%	-1%	-19%	-1
15	CCCc1[nH]n(-c2ccc([N+](=O)[O-])cc2)c(=O)c1C=NCCc1c[nH]c2ccccc12	4%	?	-20%	-1%	-8%	-7	0%	0.4%	-1%	?	-10

An excerpt from above with just S-ASM inh, Coupling enz and GALK inhibitor:
# | SMILES | S-ASM inh | Coupling enz | GALK inhibitor
9 | O=[N+]([O-])c1ccccc1N(CC1CO1)S(=O)(=O)c1ccccc1 (stereo not given) | -1% | 1 | 10%
10 | CC1(C)CC(C)(O)N(Cc2ccccc2)C(=S)N1 (stereo not given) | 1% | 2 | 0%
14 | CCC(O)C1CCN(Cc2cn(Cc3ccccc3)nc2-c2cc3ccccc3o2)CC1 (stereo not given) | -9% | 1 | 0%
4 | Cc1nc(N2CCN(C)CC2)c2c3c(sc2n1)CCCC3 | 3% | 0 | -4%
13 | Cc1cc(OCC(O)CN2CCN(CCO)CC2)ccc1C(C)C (stereo not given) | 2% | -18 | 1%
7 | CCN1C(=O)C(CC(=O)Nc2ccc(OC)cc2)N(CCCN2CCN(c3ccc(F)cc3)CC2)C1=S (stereo not given) | 0% | -3 | 0%

Later entries
nr	Molecule	Integrin act MD	Menin MLL FP TR	S-ASM inh	GALK inhibitor	PKM2 act	Coupling enz	TSG101-PTAP inh	B2AR arrestin	Tb PFK inh	BCR signal inh	Giardia kill
16	COc1ccc(CNC(=O)CCS(=O)(=O)c2ccc3c(c2)NC(=O)C(C)S3)cc1 (stereo not given)	11%	8%	0%	-2%	-10%	-4	-4%	-0.6%	-7%	-2%	2
17	COc1ccccc1C(=O)Nc1cc(Cl)ccc1O	0%	-10%	2%	2%	-5%	0	-5%	-0.5%	-11%	-3%	-15
18	COc1cccc(CNC(=O)CCC2CCCN(C(=O)c3ccoc3C)C2)c1 (stereo not given)	-6%	-4%	4%	1%	11%	2	0%	-0.2%	-5%	8%	-11
19	CC(=O)NC(=S)Nc1ccc(NC(=O)c2cccnc2Cl)cc1	2%	.	0%	1%	5%	1	0%	-0.1%	11%	-24%	-6
20	CC(C)CCn1c(O)c(N=NC(=O)c2ccco2)c2ccccc21	-7%	-8%	-3%	2%	2%	-1	-3%	-0.1%	2%	?	-1
21	Cn1c(=O)c2c(ncn2Cc2nnc(N)s2)n(C)c1=O	-1%	-16%	3%	0%	0%	0	-3%	-0.3%	5%	3%	-3
22	COc1cc(OC)cc(C(=O)N[C@H](C(=O)OCc2cc(=O)oc3cc(C)ccc23)C(C)C)c1	6%	9%	-8%	0%	7%	2	-3%	-0.1%	0%	0%	12
23	CCC(=O)c1ccccc1OCCN1CCN(CC)CC1	-44%	-20%	11%	-1%	-24%	-1	-11%	-0.3%	0%	?	12
24	CCN(Cc1cc(OC)c(OC)c(OC)c1)C(=S)Nc1cccc(SC)c1	-14%	.	-2%	.	5%	0	-2%	-0.2%	1%	0%	-2
25	COc1cccc(CNC(=O)COC(=O)C2CCN(c3ccc(C(F)(F)F)cn3)CC2)c1	-10%	.	-3%	.	.	.	-3%	-2.5%	1%	0%	-10
26	Cc1cc(NS(=O)(=O)c2ccc(NC(=O)c3cc4cc(Br)ccc4oc3=O)cc2)no1	-8%	2%	-3%	-7%	0%	2	-3%	-1.0%	-7%	8%	5
27	CCCCN(C)CCCNC(=O)c1ccc(N2CCCC2=O)cc1	-1%	0%	2%	-2%	-4%	-1	-12%	0.0%	-2%	-4%	9
28	COC(=O)c1cc(OC)c(OC)cc1NC(=O)c1cccc(C)c1	13%	3%	-3%	0%	0%	5	-2%	0.1%	6%	1%	4
29	O=C(/C=C/c1ccccc1)NC(NC(=S)Nc1cc(Cl)ccc1Cl)C(Cl)(Cl)Cl (stereo not given)	-58%[inhibitor]	.	-1%	1%	3%	1	-12%	-0.2%	2%	?	-3
30	Cc1ccc(NC(=O)COC(=O)Cn2ccc(C(F)(F)F)n2)cc1Cl	24%	.	-3%	.	.	.	0%	0.3%	2%	-2%	7

Following part:
nr	Molecule	Integrin act MD	Menin MLL FP TR	S-ASM inh	GALK inhibitor	PKM2 act	Coupling enz	TSG101-PTAP inh	B2AR arrestin	Tb PFK inh	BCR signal inh	Giardia kill
31	COc1ccccc1NC(=O)CSc1nc2nc(C)cc(C)c2c(=O)[nH]1	18%	-7%	0%	-1%	3%	-2	1%	0.0%	5%	?	-1
32	CC(C)(C)N(Cc1ccccc1)C(=O)COC(=O)c1cccc([N+](=O)[O-])c1	-3%	-60%	4%	1%	8%	-2	1%	-0.2%	-1%	?	-4
33	COc1cc(C2C=C(Nc3ccccc3)C(=O)N2c2ccccc2)ccc1O (stereo not given)	14%	-17%	.	2%	-4%	-1	-1%	0.0%	0%	?	5
34	c1cc(C(c2nnnn2C2CCCCC2)N2CCN3CCCC3C2)ccn1 (stereo not given)	-10%	-1%	2%	1%	-5%	0	-9%	-1.1%	2%	4%	-2
35	Cc1csc(=O)n1CC(=O)Nc1ccc(S(C)(=O)=O)cc1	15%	.	5%	.	.	.	-3%	-0.2%	0%	5%	4

Compound profiles, as listed above. Order of values: Integrin act MD	Menin MLL FP TR	S-ASM inh	GALK inhibitor	PKM2 act	Coupling enz	TSG101-PTAP inh	B2AR arrestin	Tb PFK inh	BCR signal inh	Giardia kill
CC(C)(C)N(Cc1ccccc1)C(=O)COC(=O)c1cccc([N+](=O)[O-])c1 reads -3%	-60%	4%	1%	8%	-2	1%	-0.2%	-1%	?	-4
COc1cc(C2C=C(Nc3ccccc3)C(=O)N2c2ccccc2)ccc1O (stereo not given) reads 14%	-17%	.	2%	-4%	-1	-1%	0.0%	0%	?	5
